RNase H inhibition: RNase H inhibition, HIV 1 Gag Pol polyprotein, FRET biochemical assay, screening (AID 372) | inhibition, % at 10 µM; hits with a dose series show IC50 in µM | 100,000 compounds, 0.77% hits | HIV-1 RT RNase H, FRET RNA/DNA substrate fluorescence; higher % means a stronger effect; in the data active = inhibition above about 50%
Starred values were filed as active, the others as inactive. This is a subset. The share of hits here may be higher or lower than overall.

SMILES | RNase H inhibition
O=C(O)COc1c(Cl)cc(/C=C2\C(=O)NC(=O)N(c3ccc(F)cc3)C2=O)cc1Cl | 0%
NC(=O)c1c(NC(=O)c2cc(Cl)ccc2[N+](=O)[O-])sc2c1CCCCCC2 | 35%
COC(=O)C1=C(C)NC(C)=C(C(=O)OC)C1C1CC=CCC1 (centres undefined) | 8%
O=C(Nc1ncc(Cc2ccccc2)s1)c1ccccc1[N+](=O)[O-] | 10%
COc1ccccc1/C=C/C(=O)/C=C/c1ccccc1OC | 17%
COc1cc(C(=S)N2CCOCC2)ccc1OC(C)=O | 9%
CCC(C)(C)C(=O)Nc1ccccc1C(C)C | 6%
O=C(Nc1ccc(NC(=O)c2cccs2)cc1)c1cccc(Br)c1 | 16%
CC(C)(C)c1ccc(C(=O)N/N=C/c2c(F)cccc2Cl)cc1 | 11%
Cc1ccc(NC(=O)c2ccc(I)cc2)cc1C | 0%
CCN(C)c1ccc(C=C2C(=O)NC(=S)NC2=O)cc1 | 22%
Cc1ccc(NC(=O)c2c(-n3c(C)cc(C=O)c3C)sc3c2CCCC3)cc1 | 18%
CCNc1nc(NC(C)C)nc(N2CCCC2)n1 | 9%
Cc1ccc(/C=C2\SC(=S)N(CCCC(=O)OCCN(C)C)C2=O)cc1 | 22%
CCc1ccc(NC(=O)COc2c(C)cc(C)cc2Cl)cc1 | 12%
COc1ccc(N2C(=O)CSC2c2ccccc2F)cc1 (centres undefined) | 4%
COC(=O)c1cc(NC(=O)c2ccc(C)c([N+](=O)[O-])c2)cc(C(=O)OC)c1 | 13%
COc1ccc(OC)c(NC(=O)c2ccccc2N(Cc2ccccc2)S(=O)(=O)c2ccccc2)c1 | 17%
Cc1c(Cl)cccc1NC(=O)Cc1ccc(-c2ccccc2)cc1 | 0%
CCONC(=NCc1ccccc1)c1nonc1N | 9%

An excerpt from the list above, for reference:
SMILES | RNase H inhibition
COc1ccc(OC)c(NC(=O)c2ccccc2N(Cc2ccccc2)S(=O)(=O)c2ccccc2)c1 | 17%
Cc1c(Cl)cccc1NC(=O)Cc1ccc(-c2ccccc2)cc1 | 0%
CCONC(=NCc1ccccc1)c1nonc1N | 9%

Structures shown so far with a Cl atom:
SMILES | RNase H inhibition
O=C(O)COc1c(Cl)cc(/C=C2\C(=O)NC(=O)N(c3ccc(F)cc3)C2=O)cc1Cl | 0%
NC(=O)c1c(NC(=O)c2cc(Cl)ccc2[N+](=O)[O-])sc2c1CCCCCC2 | 35%
CC(C)(C)c1ccc(C(=O)N/N=C/c2c(F)cccc2Cl)cc1 | 11%
CCc1ccc(NC(=O)COc2c(C)cc(C)cc2Cl)cc1 | 12%
Cc1c(Cl)cccc1NC(=O)Cc1ccc(-c2ccccc2)cc1 | 0%

Following part
SMILES | RNase H inhibition
COc1ccc(/C=C(\NC(=O)c2ccccc2)C(=O)Nc2cccc3ccccc23)cc1OC | 0%
CCc1cc(=O)oc2c(C)c(OC(C)C(=O)c3ccccc3)ccc12 (centres undefined) | 37%
Oc1c(C=Nc2cccc3nsnc23)sc2ccccc12 | 13%
CCN(CC)c1ccc(C2NC(=S)NC(C)=C2C(=O)Nc2ccccc2)cc1 (centres undefined) | 19%
CCOc1cc(/C=C2/C(=O)NC(=O)N(c3ccc(C(C)C)cc3)C2=O)ccc1OCC(=O)O | 10%
O=C(COc1ccc(Cl)cc1)Nc1ccc(Cl)cc1 | 0%
Cc1ccc(-c2nc(-c3ccccc3[N+](=O)[O-])[nH]c2-c2ccccc2)cc1C | 12%
CSc1ccccc1NC(=O)Cn1nc(C(F)(F)F)cc1C | 2%
COc1cc(NC(=O)c2ccc(Cl)c(Cl)c2)c(OC)cc1NC(C)=O | 12%
Cc1cc(/C=c2\sc3nc4ccccc4n3c2=O)c(C)n1C | 7%
CC(=O)C1=C(O)C(=O)N(CC2CCCO2)C1c1ccc(Cl)cc1Cl (centres undefined) | 13%
O=C(N/N=C/c1cc(Cl)cc([N+](=O)[O-])c1O)c1cccc(F)c1 | 13%
COc1ccc(NC(=O)c2cccs2)c([N+](=O)[O-])c1 | 0%
O=C(Nc1ccc(-c2nc3ccccc3o2)cc1)c1ccc(Br)o1 | 4%
Cc1ccc2oc(-c3cccc(NC(=O)c4ccc(-c5ccc([N+](=O)[O-])cc5C)o4)c3C)nc2c1 | 11%
Cc1ccc2c(Cl)c(C(=O)NC34CC5CC(CC(C5)C3)C4)sc2c1 | 17%
O=C(NC(=S)Nc1ccccc1Cl)c1cccnc1 | 8%
CCOc1cc(C(=O)Nc2ccc(Cl)cc2Cl)cc(OCC)c1OCC | 8%
Cc1nc2cc(-c3ccc(Cl)cc3)nn2c(C)c1Cl | 7%
O=C1CSC(c2cccc([N+](=O)[O-])c2)N1Cc1ccccc1 (centres undefined) | 16%
Cc1ccc(CNC(=O)C(=O)Nc2ccc(Br)cc2)cc1 | 17%
Cc1c(N=Cc2ccc(Cl)cc2Cl)cccc1[N+](=O)[O-] | 12%
C=CCn1c(NC(=O)c2cccs2)c(C(=O)OCC)sc1=S | 0%
O=C(NCC1CCCO1)c1cc2nc(-c3ccc([N+](=O)[O-])cc3)cc(C(F)(F)F)n2n1 (centres undefined) | 10%
CCOC(=O)CSc1nc(C)c(Cl)c(=O)[nH]1 | 10%
COc1ccc(C(=O)Oc2ccc3c(C)cc(=O)oc3c2C(C)=O)cc1 | 0%
COc1cccc(OC)c1C(=O)Nc1ccc(F)c(Cl)c1 | 9%
COc1cc(C=Nc2ccc(N=Cc3cc(Br)c(O)c(OC)c3)cc2)cc(Br)c1O | 0%
Cc1cc(Cl)ccc1NC(=O)CN(c1ccc(Cl)cc1)S(C)(=O)=O | 11%
CCOC(=O)C1=C(C)N=c2s/c(=C\c3ccc(-c4cc(Cl)ccc4C)o3)c(=O)n2C1c1cc(OC)ccc1OC (centres undefined) | 20%
Cc1cccc(C(=O)Nc2cc(-c3ccc(F)cc3)[nH]n2)c1 | 0%
Cc1ccc(N2C(=O)CC(N3CCN(c4ccc(F)cc4)CC3)C2=O)cc1Cl (centres undefined) | 5%
CCc1ccc(OCCCCNC(C)(C)C)cc1 | 6%
CCOC(=O)c1c(NC(=O)C2CC3CCC2C3)sc(C(C)=O)c1C (centres undefined) | 6%
CCSCCOC(=O)C1=C(C)N(C)C(=O)NC1c1cc(Br)c(O)c(OC)c1 (centres undefined) | 13%
Cc1nc(SCC(=O)c2ccc(O)c(O)c2)c(C#N)c(CC(C)C)c1C(N)=O | 51%*
O=C(N/N=C\C1CC2CCC1C2)c1cccc(Br)c1 (centres undefined) | 1%
COC(=O)CN1C(=O)/C(=C/c2ccc(OCc3ccccc3)c(OC)c2)SC1=S | 9%
CC1C(c2ccccc2)NC(c2ccccc2)C(C)C1(O)C#Cc1ccccc1 (centres undefined) | 16%
O=C1NN(c2ccccc2)C(=O)/C1=C/c1ccc(-c2cccc(C(=O)O)c2)o1 | 11%
O=C(Nc1cccc(-c2nc3ccccc3o2)c1)c1cc(Br)ccc1Cl | 5%
O=C1/C(=C/c2ccc(Br)cc2)N=C(c2cccc(Br)c2)N1Nc1ccccc1 | 13%
CCOC(=S)N/C(=N/S(=O)(=O)c1ccc(C)cc1)c1ccccc1 | 19%
Cc1ccnc(NC(=O)CSc2nc3ccccc3s2)c1 | 7%
Clc1ccc(OCc2ccccc2)c(/C=N/n2cnnc2)c1 | 9%
COc1ccc(N2CCN(c3nc(OC)nc(N4CCOCC4)n3)CC2)cc1 | 33%
O=C(Nc1ccncc1)C1(c2ccccc2)CCCC1 | 6%
O=C(CCN1C(=O)/C(=C\c2cccs2)SC1=S)Nc1cccc(C(F)(F)F)c1 | 12%
CSc1ccc(/C=C(\NC(=O)c2ccc(C)cc2)C(=O)Nc2cccc(C)c2)cc1 | 17%
COc1ccc(N(CC(=O)Nc2ccccc2)S(C)(=O)=O)cc1Cl | 4%
Cc1cc(=O)n(-c2nc(-c3ccccc3)cs2)[nH]1 | 3%
COC(=O)c1cc(C(=O)N2CCCC2)cc([N+](=O)[O-])c1 | 0%
COc1ccc(C2CC(c3ccc(C)cc3)=NN2C(C)=O)cc1 (centres undefined) | 3%
O=C(CSc1nsc(SCC(=O)N2CCCCC2)n1)N1CCCCC1 | 4%
Cc1ccc(S(=O)(=O)Nc2ccc(Br)cc2CNc2nc3ccccc3n2C)cc1 | 15%
CC(C)(C)c1cc(C(=O)N/N=C/c2ccc(Br)cc2)n[nH]1 | 15%
O=C(/C=C/c1ccc(Br)cc1)c1c(-c2ccccc2)c2cc(Cl)ccc2[nH]c1=O | 24%
Cc1ccc2nc(Nc3nc(O)c(C)c(=O)[nH]3)nc(C)c2c1 | 2%
CCOc1ccc(NS(=O)(=O)Cc2ccccc2)cc1 | 10%
O=C1c2ccc([N+](=O)[O-])cc2C(=O)N1Cc1nc2ccccc2c(=O)o1 | 1%

Ordered by heavy-atom count (high to low): 3 of the compounds above.
SMILES | RNase H inhibition
O=C(Nc1cccc(-c2nc3ccccc3o2)c1)c1cc(Br)ccc1Cl | 5%
COc1ccc(N(CC(=O)Nc2ccccc2)S(C)(=O)=O)cc1Cl | 4%
CCOc1ccc(NS(=O)(=O)Cc2ccccc2)cc1 | 10%

Additional compounds follow:
SMILES | RNase H inhibition
O=C(CSCc1cccc(Br)c1)NC1CC1 | 35%
Cc1ccc2nc(Nc3nc(C)cc(C)n3)[nH]c2c1 | 0%
COc1cc(/C=C2/C(=O)NC(=O)N(c3ccc(C)cc3)C2=O)ccc1O | 16%
COc1ccccc1Nc1nc(-c2cc3cc(Br)ccc3oc2=O)cs1 | 21%
O=C(c1ccncc1)N1CCN(C(=O)c2cccc(Cl)c2)CC1 | 0%
Clc1ccc(/C=N/n2cnnc2)cc1 | 4%
Cc1c(C(=O)O/N=C(\N)c2ccccn2)cccc1[N+](=O)[O-] | 0%
COC(=O)c1c(N)sc2c1CCC(c1ccccc1)C2 (centres undefined) | 23%
COc1ccc(-c2ccccc2)cc1NCc1cccs1 | 14%
CCOC(=O)c1c(C)nc(C)c(C(=O)OCC)c1-c1ccc(Cl)cc1 | 6%
O=C(CN1C(=O)c2ccccc2C1=O)N1CCN(C(=O)c2ccccc2)CC1 | 0%
CC(C)C(=O)NNC(=O)COc1ccc(Cl)cc1 | 1%
COc1ccc(CSc2ncn[nH]2)cc1Br | 0%
CCOC(=O)c1c(NC(=S)NC(=O)Cc2ccccc2)sc(C)c1C | 11%
Cc1ccc(Cl)c2c(N=Nc3ccccn3)c(O)[nH]c12 | 11%
COc1cccc(NC(=O)Nc2nnc(C34CC5CC(CC(C5)C3)C4)s2)c1 | 23%
COc1ccc(-c2cc(C(F)(F)F)n3nc(C(=O)Nc4cccc(O)c4)c(Br)c3n2)cc1 | 4%
CCOc1cc(CN2CCc3ccccc3C2)ccc1OC | 10%
CCCC(=O)NNC(=O)c1ccc(C(C)(C)C)cc1 | 0%
COc1cccc(C(=O)NC(=S)Nc2cccc(-c3nc4ccccc4s3)c2C)c1 | 25%
COc1ccccc1OCC(=O)NC1CCS(=O)(=O)C1 (centres undefined) | 0%
COc1cc([N+](=O)[O-])ccc1NC(=O)c1cccc(F)c1 | 3%
COC(=O)c1ccccc1NC(=O)COc1cccc2ccccc12 | 22%
O=C(O)CSc1nc2ccc([N+](=O)[O-])cc2s1 | 8%
Cc1cccc(N(CC(=O)NCC2CCCO2)S(C)(=O)=O)c1 (centres undefined) | 0%
O=C1CN(S(=O)(=O)c2ccc3ccccc3c2)CC(=O)N1 | 0%
Cc1ccc(OCC(=O)Nc2ccccc2C(=O)O)c(Br)c1 | 0%
COc1ccc(C2C(C(=O)Nc3ccccc3)=C(C)N=C3SCC(=O)N32)cc1 (centres undefined) | 8%
O=C(CSc1nnc(-c2ccccc2)n1-c1ccccc1)N/N=C/c1ccccc1[N+](=O)[O-] | 9%
Cc1ccc(S(=O)(=O)c2ccc(Cl)cc2)cc1S(N)(=O)=O | 8%
O=c1oc2ccc(Cl)cc2cc1C1=Nn2c(nc3ccccc3c2=O)SC1 | 6%
O=C(Nc1ccccc1Cl)c1ccccc1[N+](=O)[O-] | 0%
C=CCn1c(SCC)nc(O)c(CC)c1=O | 0%
Cc1ccc(NC(=O)c2ccccc2NC(=O)c2cccs2)cc1 | 12%
O=C(O)COc1ccc(/C=N/NC(=O)CSCc2ccccc2Br)cc1 | 9%
Oc1ccccc1-c1cc(-c2ccccc2)nc(N/N=C/c2ccccc2Cl)n1 | 7%
COc1ccc(-c2noc(C34CC5CC(CC(C5)C3)C4)n2)cc1 | 11%
COc1ccc(OCC(O)Cn2cnc3cc(C)c(C)cc32)cc1 (centres undefined) | 6%
CCSC1=C(C#N)C(c2ccc(Cl)cc2)C(C(C)=O)=C(C)N1 (centres undefined) | 2%
O=C(NC(=S)Nc1ccc(Cl)c([N+](=O)[O-])c1)c1ccco1 | 0%
O=C1/C(=C/c2ccc(Br)o2)SC(=S)N1Cc1ccccc1 | 31%
CCOCCOC(=O)C1=C(C)NC2=C(C(=O)CC(c3ccc(Cl)cc3)C2)C1c1ccc(Cl)cc1Cl (centres undefined) | 13%
Cc1ccccc1N1C(=O)/C(=C/c2ccc(N3CCCC3)o2)C(=O)NC1=S | 13%
CCN(CC)S(=O)(=O)c1cc(C(=O)OCC(=O)c2ccccc2)c(Cl)cc1Cl | 4%
O=C(NC(=S)Nc1cccc2ccccc12)c1cccc(F)c1 | 10%
Nc1cc(Br)cc2cccnc12 | 11%
Cc1ccc(S(=O)(=O)N2CCSC2c2ccc3c4c(cccc24)CC3)cc1 (centres undefined) | 26%
C=CCN1C(=O)/C(=C\c2ccc(OC(=O)c3ccc(C)cc3)c(OC)c2)SC1=S | 16%
COC(=O)c1c(N)sc2c1CCCCCC2 | 20%
O=C1CCC(=O)N1c1ccc(Oc2c(F)c(F)c(Oc3ccc(N4C(=O)CCC4=O)cc3)c(F)c2F)cc1 | 8%
CCOC(=O)N1CCN(Cc2c(F)cccc2Cl)CC1 | 0%
COC(=O)C1=C(C)NC2=C(C(=O)CC(c3ccc(Cl)cc3)C2)C1c1cc(Br)c(O)c(OC)c1 (centres undefined) | 27%
O=C(O)CCC1NC(=S)N(c2ccccc2)C1=O (centres undefined) | 0%
